Compound activity (PubChem)
OX1R antag-1 – blocks the human orexin 1 receptor; AID 485270; inhibition, % at 6.6 µM; OX1R-expressing cells, FRET antagonist read-out; 1.8% of 330,000 active; O43613; in the data active means inhibition mostly above about 38%, no sharp cut-off; inactive means mostly below about 40%;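 further: 0% = agonist challenge alone and 100% = reference antagonist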
Target sequence (O43613 whole entry, looked up): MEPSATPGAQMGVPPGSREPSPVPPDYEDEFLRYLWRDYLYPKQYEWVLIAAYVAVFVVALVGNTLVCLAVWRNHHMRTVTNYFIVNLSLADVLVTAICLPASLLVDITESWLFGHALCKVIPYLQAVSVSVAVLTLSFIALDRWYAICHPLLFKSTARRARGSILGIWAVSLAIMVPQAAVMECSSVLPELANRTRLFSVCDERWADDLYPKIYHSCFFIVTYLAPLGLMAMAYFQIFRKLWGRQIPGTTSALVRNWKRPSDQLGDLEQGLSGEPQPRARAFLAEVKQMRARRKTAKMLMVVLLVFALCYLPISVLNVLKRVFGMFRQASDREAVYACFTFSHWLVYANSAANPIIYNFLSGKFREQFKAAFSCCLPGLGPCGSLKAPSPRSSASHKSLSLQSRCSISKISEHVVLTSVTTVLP
OX1R antag-2 – antagonists of human orexin 1 receptor. O43613. CHO/OX1R cells, Fluo-8 calcium fluorescence, orexin A. inhibition, % at 5 µM. 0.43% of 330,000 active. AID 434989;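 active means inhibition above its plate's threshold, mean inhibition of all tested compounds on the plate plus 3 SD, cut at about 37% in these data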;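 further: 0% = orexin A challenge wells and 100% = SB-334867-A antagonist wells; not every result past the cut was called active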
* marks the source's active call; other numbers are inactive results.

[1] COc1ccc(NC(=O)/C(=C\c2ccc(OS(=O)(=O)c3ccc(C)cc3)cc2)NC(=O)c2ccccc2)cc1
[2] Cc1ccc(-c2cc(C(=O)O)c3ccccc3n2)c(C)c1
[3] Cc1ccc(S(=O)(=O)NCCNS(=O)(=O)c2ccccc2Br)cc1
[4] CCOC(=O)c1csc(NC(=O)CN2CCN(C)CC2)n1
[5] CCOc1ccc(NC(=O)CCCNC(=O)Cn2cnc3sc(C)c(C)c3c2=O)cc1
[6] CN(C)CC1CCCCC1OC(=O)/C=C/c1ccc(Cl)cc1Cl (configuration not stated)
[7] CCOC(=O)C[C@H]1c2ccc(C(F)(F)F)cc2S(=O)(=O)N1Cc1ccccc1
[8] COc1cccc(C2CC(=O)Nc3c2c(=O)[nH]c2ncnn32)c1 (configuration not stated)
Screen / compound no.,1,2,3,4,5,6,7,8
OX1R antag-1,5,22,11,7,8,6,28,-3
OX1R antag-2,-5,-10,-9,-10,2,-20,-31,6

[9] Nc1cc2c(cc1[N+](=O)[O-])OCCO2
[10] Cc1ncc([N+](=O)[O-])n1CC(C)O (configuration not stated)
[11] CCCCn1c(SCC(=O)N2c3ccccc3CCc3ccccc32)nc2c1c(=O)n(C)c(=O)n2C
[12] CCCCn1c(=O)c(CCC(=O)OCC(=O)Nc2ccc(C)c(Cl)c2)nc2ccccc21
[13] CCN(CC(=O)NCC1CCCO1)S(=O)(=O)c1ccc2ccccc2c1 (configuration not stated)
[14] Cc1cc(=O)[nH]c(-n2[nH]c3c(c2=O)CCCC3)n1
[15] CCOC(=O)c1oc2ccc(CNC3CCCCC3)c(Cl)c2c1C
[16] Cc1cc(C(=O)NNc2c(Cl)cccc2Cl)no1
Screen / compound no.,9,10,11,12,13,14,15,16
OX1R antag-1,49*,18,23,-2,26,24,7,3
OX1R antag-2,-18,-17,-20,-19,-15,-4,-8,-5

[17] O=C(CC1SC(=O)N(Cc2ccccc2Cl)C1=O)Nc1nccs1 (configuration not stated)
[18] Cc1ccccc1C(N)c1ccncc1 (configuration not stated)
[19] CCC(C)(C)NC(=O)C(c1cccs1)N(CC1CCCO1)C(=O)Cn1nnc2ccccc21 (configuration not stated)
[20] CCN(CC)c1ccc(NC(=O)c2cc3ccccc3o2)c(C)c1
[21] CNc1snc(C)c1C(=O)OCC(=O)NCc1ccccc1OC
[22] CC(C)(C)NC(=S)NC(=O)C12CC3CCC(CC(C3)C1)C2
[23] CNC(=O)CSCc1cnn(-c2ccccc2)c1-n1cccc1
[24] CCN(C(=O)CN1CCN(c2ccc(O)cc2)CC1)c1c(N)n(Cc2ccccc2)c(=O)[nH]c1=O
Screen / compound no.,17,18,19,20,21,22,23,24
OX1R antag-1,55,10,10,80*,2,3,0,14
OX1R antag-2,-4,1,-25,2,-21,-18,-21,4

[25] N=C(N)SCc1ccc(O)c([N+](=O)[O-])c1
[26] CC(=O)c1csc(-c2cccc(-c3nc4ccc(Cl)cn4c3NC3CCCCC3)c2)c1
[27] CCOC(=O)c1c(C)[nH]c(C(=O)OCC(=O)Nc2cc(C)c(Cl)cc2OC)c1C
[28] CCN(CC)S(=O)(=O)c1ccc(C(=O)Nc2nnc(CSC)o2)cc1
[29] N#Cc1nc(COc2ccc(Cl)cc2Cl)oc1N1CCOCC1
[30] COc1cccc(NC(=O)CSC2=C(C#N)C(c3ccco3)C3=C(CCCC3=O)N2)c1 (configuration not stated)
[31] CCOCC(=O)Nc1ccc(-c2cn3cccnc3n2)cc1
[32] Cc1ccc(N2C(=O)N(CC(=O)Nc3ccc(C)cc3C)C(=O)C2C)cc1 (configuration not stated)
Screen / compound no.,25,26,27,28,29,30,31,32
OX1R antag-1,45,10,4,3,2,22,28,12
OX1R antag-2,-6,-24,-25,-5,22,-27,-3,-42

[33] Cc1cc(C)c(C)c(OCC(=O)N2CCOCC2)c1
[34] Cc1cc(N=Cc2c(O)n(-c3cccc(Cl)c3)c(=O)c3ccccc23)no1
[35] CC1=C(C(=O)N2CCCC(N3CCN(c4cccc(Cl)c4)CC3)C2)OCCO1 (configuration not stated)
[36] COC(=O)C1=C(C(=O)OC)C(c2cc(Cl)ccc2O)c2sc(=O)[nH]c2S1 (configuration not stated)
[37] O=S(=O)(c1ccc(-c2ccon2)s1)N1CCN(CCN2CCOCC2)CC1
[38] COc1ccc(Cc2nnc(N/N=C/c3ccc(N(C)C)cc3)[nH]c2=O)cc1OC
[39] COc1ccc(Nc2ccc([N+](=O)[O-])c3nonc23)c(OC)c1
[40] Cc1ccc(S(=O)(=O)N2CCN(C(=O)c3ccc(S(=O)(=O)N4CCCC4)cc3)CC2)cc1
Screen / compound no.,33,34,35,36,37,38,39,40
OX1R antag-1,-3,11,3,1,3,19,51,2
OX1R antag-2,-24,-23,-26,-16,-18,-27,-34,-18

Whole records from above.
O=S(=O)(c1ccc(-c2ccon2)s1)N1CCN(CCN2CCOCC2)CC1 as listed: OX1R antag-1: 3; OX1R antag-2: -18
Cc1cc(N=Cc2c(O)n(-c3cccc(Cl)c3)c(=O)c3ccccc23)no1 as listed: OX1R antag-1: 11; OX1R antag-2: -23

Continued.
[41] CSc1ccc(S(=O)(=O)NC2CCCCC2)cc1
[42] CCOC(=O)CSc1n[nH]c(NC(=O)CC)n1
[43] O=C(COc1ncnc2c(Cl)cc(Cl)cc12)NC1CCCCCC1
[44] CC1(C)CN2C(=O)c3ccccc3C2(C)S1 (configuration not stated)
[45] CC1(C)CC(=NNC(=O)c2n[nH]c3c2CCC3)CC(C)(C)N1
[46] CN(C(=O)c1ccc(=O)n(Cc2ccc(Cl)cc2)c1)c1ccccc1
[47] CC[C@H](C)NC(=O)c1ccc(Cn2c(=S)[nH]c3c([nH]c4ccc(OC)cc43)c2=O)cc1
[48] COc1ccc2nc(Cl)c(/C=N/Nc3ccccn3)cc2c1
Screen / compound no.,41,42,43,44,45,46,47,48
OX1R antag-1,3,11,5,10,0,5,23,26
OX1R antag-2,8,-2,-18,-1,-8,-19,-9,-24

[49] O=S(=O)(c1ccc2c(c1)OCCO2)N1CCN(S(=O)(=O)c2c(F)cc(F)cc2F)CC1
[50] CCCCn1c2ccccc2c2cc(CC(N)=O)ccc21
[51] CSc1nsc(SC)c1NC(=O)OCC1CCCO1 (configuration not stated)
[52] CC(C)CN1C(=O)CC(Sc2ccccc2C(=O)O)C1=O (configuration not stated)
[53] CC1=C(C#N)C2C(/C1=N/O)C2(C)C (configuration not stated)
[54] O=C(COC(=O)/C=C/c1ccco1)NCCc1ccccc1
[55] CCOc1ccccc1N(CC(=O)NCC1CCCO1)C(=O)CNS(=O)(=O)c1ccccc1 (configuration not stated)
[56] CC(=O)Nc1ccc(S(=O)(=O)N2CCC(NC(=O)c3ccco3)CC2)cc1
Screen / compound no.,49,50,51,52,53,54,55,56
OX1R antag-1,5,6,4,17,12,8,22,10
OX1R antag-2,0,-15,-14,-14,3,-6,-21,-9

[57] COc1cccc(NC(=O)CN(C)C(=O)CSCc2nc3scc(-c4cccs4)c3c(=O)[nH]2)c1
[58] CN1CCN(S(=O)(=O)c2cccc(C(=O)N(C)CC(=O)Nc3ccc(F)c(F)c3F)c2)CC1
[59] COc1ccc(NC(=O)CCCc2nc3ccccc3c(=O)[nH]2)cc1Cl
[60] COC(=O)[C@H](Cc1ccccc1)NC(=O)c1cc(COc2c(F)cccc2F)on1
[61] CC(C(=O)c1ccc(Br)cc1)[n+]1cccc(NC(=O)c2ccccc2)c1 (configuration not stated)
[62] COC(=O)c1sc(SC)c(S(=O)(=O)C(C)C)c1N/N=C(\C#N)S(=O)(=O)c1ccccn1
[63] COc1cccc(CNC(=O)c2cc(S(=O)(=O)N3CCCCC3)c[nH]2)c1
[64] Cc1cc(O)cc(=O)n1Cc1ccccc1
Screen / compound no.,57,58,59,60,61,62,63,64
OX1R antag-1,45,14,9,13,8,18,14,4
OX1R antag-2,-17,-14,-13,7,1,-24,-9,-20

[65] Cc1ccc(NC(=S)NC2CCSc3ccccc32)cc1C (configuration not stated)
[66] O=C(O)CNC(=O)CC1S/C(=N/N=C/c2ccccc2O)NC1=O (configuration not stated)
[67] COc1ccc(C/C(C)=N/NC(=S)Nc2ccccc2F)cc1
[68] COc1ccc(C)cc1-n1nnnc1SC(C)C(=O)NC1CCCC1 (configuration not stated)
[69] Cc1ccc(S(=O)(=O)/C(C#N)=C/c2c(N3CCC(C(N)=O)CC3)nc3ccccn3c2=O)cc1
[70] COc1ccc(CN(C)C2c3ccccc3-c3ccccc32)cc1
[71] O=C(CN1C(=O)NC2(CCCC2)C1=O)NNC(=O)c1ccc(Br)cc1
[72] Fc1ccccc1N1CCN(Cc2cnc(Cl)s2)CC1
Screen / compound no.,65,66,67,68,69,70,71,72
OX1R antag-1,17,7,10,2,11,16,30,12
OX1R antag-2,6,-9,-14,-21,-27,-56,-6,-29

[73] Cc1ccc(CNC(=O)CSc2c3c(nc4cc(Cl)ccc24)CCCC3)o1
[74] CC1(C)CC(=O)C=C(C(=O)NC2CCCc3c2cnn3-c2cc(F)cc(F)c2)O1 (configuration not stated)
[75] Cc1ccc(S(=O)(=O)Nc2nc3ccccc3nc2NCc2ccco2)cc1C
[76] C[C@H](CO)N1C[C@H](C)[C@@H](CN(C)C(=O)Nc2ccc3c(c2)OCO3)Oc2c(NS(=O)(=O)c3ccc(F)cc3)cccc2C1=O
[77] CC(C)[C@H](NC(=O)c1ccc(Cl)c([N+](=O)[O-])c1)C(=O)NCc1ccc(F)cc1
[78] CC(C)C1CC(C(F)(F)F)n2nc(C(=O)O)cc2N1 (configuration not stated)
[79] CCOC(=O)C1CCCN(C2CC(=O)N(c3cccc(C(F)(F)F)c3)C2=O)C1 (configuration not stated)
[80] Cc1ccc(NCC(=O)Nc2c(C)n(C)n(-c3ccccc3)c2=O)cc1S(=O)(=O)N(C)C
Screen / compound no.,73,74,75,76,77,78,79,80
OX1R antag-1,14,12,25,6,27,6,9,8
OX1R antag-2,-18,-7,-8,-28,-10,-5,-15,-4

[81] Cc1onc(-c2ccccc2Cl)c1C(=O)Nc1ccc(Cl)cn1
[82] COc1ccc(-c2nc(CS(=O)CC(=O)NCc3ccc(Cl)cc3)c(C)o2)cc1 (configuration not stated)
[83] CC(C)OCCCNC1=C(Cl)C(=O)c2ccccc2C1=O
[84] Cc1nn(-c2ccccc2)c(Cl)c1C(=O)NCCCCNC(=O)c1c(C)nn(-c2ccccc2)c1Cl
[85] O=C(Cn1cc(C(F)(F)F)ccc1=O)Nc1ccc2c(c1)OCCO2
[86] CCn1c(=O)n(CC)c2cc(S(=O)(=O)N3CCCCC3)c(C)cc21
[87] CCCc1nnc(NC(=O)CCC(=O)NC2CC2)s1
[88] CC(C)(C)c1nc(NC(=O)Nc2ccccc2)sc1Br
Screen / compound no.,81,82,83,84,85,86,87,88
OX1R antag-1,7,4,69*,12,1,9,16,24
OX1R antag-2,-23,-40,-18,-26,-5,-24,4,60*

Gathered by group: the entries above with fluorine (12)
[7] CCOC(=O)C[C@H]1c2ccc(C(F)(F)F)cc2S(=O)(=O)N1Cc1ccccc1
[49] O=S(=O)(c1ccc2c(c1)OCCO2)N1CCN(S(=O)(=O)c2c(F)cc(F)cc2F)CC1
[58] CN1CCN(S(=O)(=O)c2cccc(C(=O)N(C)CC(=O)Nc3ccc(F)c(F)c3F)c2)CC1
[60] COC(=O)[C@H](Cc1ccccc1)NC(=O)c1cc(COc2c(F)cccc2F)on1
[67] COc1ccc(C/C(C)=N/NC(=S)Nc2ccccc2F)cc1
[72] Fc1ccccc1N1CCN(Cc2cnc(Cl)s2)CC1
[74] CC1(C)CC(=O)C=C(C(=O)NC2CCCc3c2cnn3-c2cc(F)cc(F)c2)O1 (configuration not stated)
[76] C[C@H](CO)N1C[C@H](C)[C@@H](CN(C)C(=O)Nc2ccc3c(c2)OCO3)Oc2c(NS(=O)(=O)c3ccc(F)cc3)cccc2C1=O
[77] CC(C)[C@H](NC(=O)c1ccc(Cl)c([N+](=O)[O-])c1)C(=O)NCc1ccc(F)cc1
[78] CC(C)C1CC(C(F)(F)F)n2nc(C(=O)O)cc2N1 (configuration not stated)
Screen / compound no.,7,49,58,60,67,72,74,76,77,78
OX1R antag-1,28,5,14,13,10,12,12,6,27,6
OX1R antag-2,-31,0,-14,7,-14,-29,-7,-28,-10,-5

[79] CCOC(=O)C1CCCN(C2CC(=O)N(c3cccc(C(F)(F)F)c3)C2=O)C1 (configuration not stated)
[85] O=C(Cn1cc(C(F)(F)F)ccc1=O)Nc1ccc2c(c1)OCCO2
Screen / compound no.,79,85
OX1R antag-1,9,1
OX1R antag-2,-15,-5

(more compounds)
[89] COc1cccc(-c2ccc(NC(=O)C3CCCN(CCCn4cccn4)C3)cc2)c1 (configuration not stated)
[90] O=c1[nH]c2c(c(=O)n1Cc1ccccc1)CCC2
[91] O=C(COC(=O)c1ccc(O)cc1)Nc1cccc(S(=O)(=O)NC2=NCCC2)c1
[92] CC1CCCCN1C(=S)NC(=O)c1ccco1 (configuration not stated)
Screen / compound no.,89,90,91,92
OX1R antag-1,7,7,-3,0
OX1R antag-2,-7,-1,-17,-8
